# Myeloid diff 2: promotes myeloid progenitor differentiation | hit rate 1% among 360,000 | calls only at 10 µM | ER-HoxA9 myeloid progenitors, lysozyme-GFP differentiation, flow cytometry;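 active means normalized GFP-positive differentiation at or above the plate's own cutoff, the solvent-only control mean plus 3 SD; inconclusive means no clear call, values can overlap the other calls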;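 further: cells exposed to compound for four days before flow analysis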
# NTR1 ag: NTR1-driven beta-arrestin-GFP spot formation – imaging, U2OS cells, high content, primary screen (AID 493036) | agonist mode | activation, % at 20 µM | hit rate 0.17% among 330,000;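 active means activation at or above 40% of the spot to cytoplasm intensity ratio, with at least 20 cells analyzed; inconclusive means wells under 20 cells, flagged as cytotoxic or low count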;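 further: 0% = DMSO without peptide and 100% = 100 nM NTR1 peptide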
# Target sequence (P30989 whole entry, looked up): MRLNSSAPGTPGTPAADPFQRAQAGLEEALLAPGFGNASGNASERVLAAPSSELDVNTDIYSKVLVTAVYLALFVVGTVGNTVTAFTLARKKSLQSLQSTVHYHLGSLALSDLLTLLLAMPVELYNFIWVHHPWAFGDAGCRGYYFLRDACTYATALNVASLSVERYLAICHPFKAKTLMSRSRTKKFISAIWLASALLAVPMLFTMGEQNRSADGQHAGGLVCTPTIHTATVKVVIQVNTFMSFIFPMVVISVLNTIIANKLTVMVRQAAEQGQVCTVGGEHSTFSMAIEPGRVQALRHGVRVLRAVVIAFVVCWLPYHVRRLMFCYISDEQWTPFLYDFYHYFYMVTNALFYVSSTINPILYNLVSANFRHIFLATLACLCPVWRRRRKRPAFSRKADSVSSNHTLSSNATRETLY
# GPR55 LPI antagonism: inhibition of LPI-stimulated GPR55 beta-arrestin translocation – imaging, U2OS, beta-arrestin-GFP, LPI agonist, primary screen (AID 2013); inhibition, % at 10 µM, or IC50 in µM where a hit was titrated; hit rate 0.13% among 290,000; U2OS GPR55 beta-arrestin-GFP translocation imaging, LPI antagonism; higher % means a stronger effect;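 active means spots per cell inhibited over 60%, with over 100 cells counted and total cytoplasm intensity under 500,000; inconclusive means wells with under 100 cells, flagged as likely toxic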;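 further: U2OS cells stably carrying GPR55 and arrestin-GFP stimulated by 5 µM LPI near EC80; imaged beta-arrestin-GFP aggregate spots per cell after agonist stimulation; plate controls were LPI-stimulated DMSO wells for no effect and DMSO wells without LPI for full effect; some results filed as inactive read as strong as hits; confirmed hits need IC50 under 10 µM and bright autofluorescent wells are also inconclusive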
# NOD1 NF-kB reporter: NOD1 signaling inhibitors, primary screen, cell-based, luminescence, uHTS (AID 1578); NOD1-driven NF-kB luciferase reporter cells, luminescence; higher % means a stronger effect; one-dose inhibition, % at 4 µM; EC50 in µM for titrated hits; hit rate 1% among 290,000; in the data active means inhibition mostly above about 36%, no sharp cut-off; inactive means mostly below about 34%;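 further: HEK-293T reporter cells stimulated with the NOD1 agonist gamma-tri-DAP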
# GPR55 activation: GPR55 agonists via beta-arrestin recruitment, primary screen, imaging, U2OS cells, beta-arrestin-GFP redistribution (AID 1961) | U2OS GPR55 beta-arrestin-GFP redistribution imaging; higher % means a stronger effect | activation, % at 10 µM; hits with a dose series show EC50 in µM | hit rate 0.048% among 290,000;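 active means activation above 40% with more than 50 cells counted in the well; inconclusive means wells holding fewer than 50 cells, flagged as toxic or sparse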;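 further: U2OS osteosarcoma cells stably expressing GPR55 and beta-arrestin-GFP; plate controls were DMSO negative control for no effect and LPI positive control for full effect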
# NOD2 inhibition: NOD2 signaling inhibitors, cell-based, luminescence, uHTS, HEK293 (AID 1566); HEK293 NOD2/NF-kB luciferase reporter, luminescence; higher % means a stronger effect; inhibition, % at 4 µM; hits with a dose series show EC50 in µM; hit rate 0.63% among 290,000; further: many of its hits are not listed in these tables
# T cell modulator: T cell immune modulators affecting CD8 T cell-vesicle binding | hit rate 0.068% among 330,000 | 2C CD8+ T cell-vesicle binding, flow cytometry; hits give low values | calls only at 7 µM;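 active means response, share of CD8 T cells binding vesicles, and their 90th percentile fluorescence all below set limits, cut at about 80% in these data, passing the limit was not always enough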
#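 Read-out – percent CD8+ FL2 mean versus row control · System – murine 2C transgenic CD8+ T lymphocytes · Times – 1.5 h cell–vesicle binding at 37 °C, then 20 min icy labelling · Control set – naked vesicles low, QL9 vesicles with vehicle high · Detection – cytometric PE anti-B7-1 and Alexa647 anti-CD8 signals after 1% paraformaldehyde fixation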
# KOR beta-arrestin-1: kappa opioid receptor blockers – cell-based, luminescence, uHTS (AID 1778). KOR beta-arrestin recruitment, luminescence, antagonist mode; higher % means a stronger effect. inhibition, % at 10 µM, or IC50 in µM where a hit was titrated. hit rate 0.091% among 290,000; further: strong numbers were not always called active
# KOR beta-arrestin-2: KOR agonists, beta-arrestin recruitment, primary screen, cell-based, luminescence, uHTS (AID 1777); KOR beta-arrestin recruitment, luminescence; higher % means a stronger effect; activation, % at 10 µM; hits with a dose series show EC50 in µM; hit rate 0.02% among 280,000; in the data active means activation above about 50%, passing the limit was not always enough; further: a part of the inactive calls stands beside numbers as strong as those of hits
# T cell modulator vesicle-bound %: further read-out of T cell modulator, marked with its call; double positive events, %; measured here: CD8+ vesicle-bound cell fraction;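 binding gate set so that unloaded-vesicle control wells show 10% double positive cells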
# NTR1 ag cell count 20 µM: recorded beside NTR1 ag, whose call it bears; cell count; measured here: cell count, cytotoxicity flag
# Myeloid diff 2 GFP+ MAC1+ %: second read-out of Myeloid diff 2, no call of its own (marks repeat the call); GFP+ MAC1+ double positive, %; measured here: differentiation confirmed by MAC1 staining
# * marks the source's active call; other numbers are inactive results; i = inactive; ? = inconclusive; nt = not tested or not shown; & = joins results of further samples; [ ] = remark or other dose. Unless noted, no stated cut-off is given here; in the data, active means inhibition above about 50%; inactive means the rest. These rows are one share of the data; the hit share may differ from the screen's.
SMILES,Myeloid diff 2,Myeloid diff 2 GFP+ MAC1+ %,NTR1 ag,NTR1 ag cell count 20 µM,GPR55 LPI antagonism,NOD1 NF-kB reporter,GPR55 activation,NOD2 inhibition,T cell modulator,T cell modulator vesicle-bound %,KOR beta-arrestin-1,KOR beta-arrestin-2
O=c1c2ccccc2nc(SCc2ccc(F)cc2Cl)n1CCCN1CCOCC1,i,0.6,8.5,59,8.4%,-0.9%,0.0%,9.9%,i,43.8,-1.5%,-0.1%
Cc1ccc(C2CC(c3ccc(Cl)cc3)=NNC2=O)cc1 (configuration not stated),i,1.1,2.3,49,1.1%,-10.9%,0.2%,-6.4%,i,19.1,13.3%,-3.6%
Cc1nnc(SCC(=O)Nc2cc(C(N)=O)cc(C(N)=O)c2)n1-c1ccccc1,i,0.6,-1.6,62,4.4%,-11.1%,-0.2%,2.1%,i,39.6,-5.4%,0.2%
COc1cc(NCc2ccccc2O)c2ncccc2c1,i,0.5,1.3,87,11.2%,-0.2%,-0.1%,-105.5%,nt,nt,12.0%,6.6%
Cc1ccc(-c2nc(NCc3ccc(F)cc3)n(S(C)(=O)=O)n2)cc1,i,0.2,1.1,58,-0.4%,-40.0%,-0.1%,-24.2%,i,29.0,-9.4%,-6.0%
O=C(CCc1nnc2ccc(NCc3ccco3)nn12)Nc1cccc(F)c1,?,nt,1.9,64,11.4%,-35.8%,0.0%,16.1%,i,12.1,-20.8%,3.6%
O=C(N/N=C/c1ccccn1)c1cc(-c2ccccc2Cl)n[nH]1,i,0.5,1.0,39,18.9%,0.8%,-0.3%,8.2%,i,33.5,-38.5%,-0.8%
COc1ccc(OC)c(NC(=O)CCCNC(=O)Cn2cnc3sc(C)c(C)c3c2=O)c1,i,3.8,0.0,55,-13.2%,-19.3%,-0.2%,2.4%,i,51.9,0.0%,-6.0%
Nc1ccc(OCCc2ccccc2)cc1,i,0.9,-0.8,69,-6.6%,-59.1%,-0.1%,-38.2%,i,54.3,-11.8%[20 µM],-1.1%
CCN(CC)S(=O)(=O)c1ccc(Cl)c(NC(=O)COC(=O)c2c(C)noc2C)c1,i,0.9,0.9,43,0.9%,14.5%,-0.3%,5.4%,i,50.4,21.2%,1.0%
COc1ccc(C(CCN2CCCCC2)c2c(O)cc(OC)cc2OC)cc1 (configuration not stated),i,2.9,0.9,89,7.8%,3.3%,0.0%,24.6%,i,35.3,-22.1%,-3.0%
Cn1c(=O)c2cc(S(=O)(=O)N3CCOCC3)ccc2n(C)c1=O,i,2.2,-0.7,58,-6.4%,-5.1%,0.4%,1.0%,i,7.5,-12.9%,1.7%
CCCn1c(=O)[nH]c2ccccc21,i,1.2,-0.6,57,-12.7%,-3.9%,-0.1%,8.2%,i,37.3,-14.6%,-4.1%
Cc1cccc(C)c1N1C(=O)CN(Cc2ccccc2)C1=S,i,1.1,-0.9,74,1.3%,-13.0%,0.0%,5.4%,i,40.5,20.5%,-2.9%
NCCSc1c(-c2ccc(F)cc2)[nH]c2ccccc12,i,0.5,2.7,44,-2.3%,-13.8%,0.2%,7.3%,i,50.4,-1.4%,6.9%
COc1ccccc1N1CCN(C(=S)Nc2ccc3nc(N4CCOCC4)cc(C)c3c2)CC1,i,0.4,1.2,88,46.7%,nt,0.4%,nt,i,55.0,-8.1%,0.4%
Cc1ccnc(SCc2nc3ccccc3s2)n1,i,5.7,1.4,75,7.6%,-113.4%,-0.2%,-76.0%,i,36.0,8.3%,-3.2%
CCOc1ccc(-c2cc(N3C(=O)Nc4ccccc4N3O)on2)cc1,i,0.6,0.4,85,10.2%,17.9%,-0.1%,8.4%,i,66.1,15.7%,-7.5%
S=C(Nc1cccc(Cl)c1)N(CCCN1CCCC1)Cc1cccn1Cc1ccc(Cl)cc1,i,0.7,11.8,61,18.0%,-19.8%,1.4%,-7.0%,i,19.1,-36.2%,-0.3%
NC(=O)Cn1nnc(-c2ccccc2NC(=O)c2cnccn2)n1,i,0.8,-3.8,81,2.6%,-3.9%,0.3%,8.3%,i,15.0,-26.6%,5.5%
CCN1CCN(C(=O)c2cc3cc(F)ccc3[nH]2)CC1,i,0.9,0.4,81,-3.0%,-19.5%,-0.2%,-3.2%,i,48.1,16.5%,-1.1%
COC(=O)c1ccc(NC(=O)c2ccc3nsnc3c2)cc1,i,1.9,-0.3,41,0.2%,-24.2%,-0.1%,-7.1%,i,20.4,-5.8%,2.0%
COC(=O)C1=C(Nc2ccc(OC)cc2)C=C(C)C(C(=O)OC)C1c1ccc(C)cc1 (configuration not stated),i,0.5,0.3,35,0.0%,4.9%,-0.2%,9.7%,i,25.9,-3.0%,6.3%
CCN(CC)CCCN(Cc1cc2cc3c(cc2[nH]c1=O)OCO3)C(=S)NC,i,1.1,1.1,64,0.2%,-45.8%,-0.1%,-2.3%,i,59.0,-9.4%,-6.1%
Cc1cccc(N2CCN(C(=O)NCc3ccc(F)cc3)CC2)c1C,i,1.5,0.1,41,3.4%,32.1%,-0.1%,20.4%,i,14.1,-26.1%,6.0%
O=C(O)/C=C/C(=O)Nc1ccc(N2CCOCC2)nc1N1CCOCC1,i,0.8,-0.2,42,14.6%,-10.5%,0.3%,6.1%,i,37.8,23.5%,4.8%
O=C(Oc1ccccc1)N1CCCC1,i,1.5,1.5,87,2.7%,0.1%,-0.1%,-1.4%,i,29.4,-15.2%,3.9%
C/C=C(/C)C(=O)O[C@@H]1c2c(ccc3ccc(=O)oc23)O[C@@H]1C(C)(C)OC(=O)/C(C)=C\C,i,0.3,19.4,90,-1.9%,8.4%,0.3%,14.1%,i,27.8,10.6%,-0.3%
CCCc1c(OCCCCc2nn[nH]n2)ccc(C(C)=O)c1O,i,13.7,0.7,59,-3.8%&6.8%,-14.2%&-2.4%,0.2%&-0.5%,17.5%&19.5%,i,65.1,-15.1%&-2.6%,-0.4%&-5.8%
Cc1cc2nccc(-c3ccccn3)n2n1,i,0.6,-1.2,57,6.0%,-22.5%,0.7%,4.9%,i,15.1,7.3%,-7.7%
O=C1c2c(O)cc(O)cc2O[C@H](c2ccc(O)c(O)c2)[C@@H]1O,nt,nt,1.9,76,1.8%,-9.6%,-0.5%,-2.7%,i,17.3,-7.9%,-2.1%
CCNC(=S)NNc1nncc2ccccc12,i,0.5,0.8,67,-11.2%,7.5%,-0.2%,-2.1%,i,29.8,-10.4%,-1.3%
CC(=O)Nc1ccc(S(=O)(=O)NNC(=O)c2ccc([N+](=O)[O-])cc2)cc1,i,0.5,0.9,56,12.3%,-14.7%,-0.1%,2.2%,i,37.2,-9.0%,-5.1%
COc1ccc(-n2c(N3CCN(C)CC3)nc3sc4c(c3c2=O)CCCCC4)cc1,i,0.3,3.6,73,13.3%,-5.5%,0.0%,9.5%,i,20.8,-44.8%,-3.1%
COP(=O)(OC)c1nc(-c2cccc3ccccc23)oc1NCCc1ccccc1,i,0.4,10.3,41,5.5%,-0.2%,-0.3%,-2.5%,i,26.7,16.2%,4.3%
COC(=O)c1c(NC(=O)CC2Sc3ccc(C(F)(F)F)cc3NC2=O)sc(C)c1C (configuration not stated),i,0.0,-2.4,58,9.6%,-18.8%,-0.4%,5.8%,i,2.8,-8.7%,0.6%
Cc1ccc(C(=O)N/N=C/c2cccc(OC(=O)/C=C/c3ccco3)c2)cn1,i,0.3,-0.2,107,2.2%,-34.7%,-0.1%,-18.0%,i,54.7,-41.4%,-1.3%
Cc1ccccc1NC(=O)COC(=O)CNC(=O)c1sc2ccccc2c1Cl,i,0.0,-2.1,67,7.1%,-14.8%,0.5%,6.0%,i,51.1,-20.0%,16.4%
CCCc1cc(-c2nc(N)ncc2-c2csc(C)n2)c(O)cc1OC,i,0.5,10.4,69,-8.0%,-32.3%,0.1%,24.2%,i,56.5,-21.7%,-2.2%
Cc1cccc(NC(=S)N(CCN(C)C)Cc2cc3cccc(C)c3[nH]c2=O)c1,i,1.3,-0.4,60,-1.5%,-36.9%,2.0%,-5.2%,i,29.5,13.0%,1.3%
O=C(O)CCc1nc(-c2ccc(Cl)cc2)no1,i,0.9,0.0,50,11.5%,24.1%,0.4%,12.2%,i,44.5,18.1%,3.9%
O=C(COC(=O)CNC(=O)c1ccccc1)Nc1ccc(F)c([N+](=O)[O-])c1,i,0.1,-0.5,52,-3.0%,-11.5%,0.6%,-3.3%,i,50.7,-32.1%,-2.5%
Cc1cc2oc(=O)cc(CN3CCN(Cc4ccccc4)CC3)c2cc1O,i,0.3,-0.2,81,-5.9%,-11.0%,0.5%,6.0%,i,12.4,-2.1%,4.0%
COc1ccc(CCNC(=O)C2CCCN(c3nc(C)cc(C)n3)C2)cc1 (configuration not stated),i,0.9,-1.1,43,-1.2%,-37.1%,0.4%,-0.7%,i,34.2,-16.1%,0.8%

# Screening data as filed in PubChem BioAssay.
